Screens: PubChem, Sanford-Burnham Center for Chemical Genomics
A3G deaminase: APOBEC3G DNA deaminase inhibitors, primary screen, biochemical, fluorescence, single-stranded DNA substrate, uHTS; DNA dC->dU-editing enzyme APOBEC-3G (Homo sapiens), Q9HC16; recombinant A3G, ssDNA deamination FAM/TAMRA fluorescence; inhibition, % at 20 µM; 0.28% of 330,000 active; AID 493012, 2011;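 active = inhibition of at least 40% at 20 µM, with no more than 30% in the related APOBEC3A deaminase screen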;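 note: plate controls were DMSO wells with A3G for no effect and wells lacking A3G enzyme for full effect; some compounds called inactive have numbers as strong as hits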
A3A deaminase: APOBEC3A ssDNA deaminase inhibitors, primary screen, selectivity assay for APOBEC3G inhibitor project, biochemical, FAM/TAMRA oligo cleavage fluorescence; DNA dC->dU-editing enzyme APOBEC-3A (Homo sapiens), P31941; recombinant A3A, FAM/TAMRA ssDNA deamination fluorescence; inhibition, % at 20 µM; 0.41% of 330,000 active; AID 493011, 2011;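 active = at least 40% inhibition at 20 µM here, with at most 30% in a related deaminase screen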;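 note: plate controls were A3A with DMSO for no effect and wells lacking A3A enzyme for full effect; some results filed as inactive read as strong as hits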
EBI2 block: EBI2 receptor antagonists, beta-arrestin recruitment, primary screen, cell-based, luminescence, 7a,25-OHC stimulation, uHTS; G-protein coupled receptor 183 (Homo sapiens), P32249; 7a,25-OHC stimulated; inhibition, % at 5 µM; 0.81% of 360,000 active; AID 651636, 2012; in the data active = inhibition above about 38%;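 note: enzyme fragment complementation signal reports receptor beta-arrestin coupling in cells; 0% = agonist plus DMSO wells and 100% = wells without agonist; some results beyond the cut were filed as inactive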
Target sequence (P32249 whole entry, looked up, the tested form may be a part): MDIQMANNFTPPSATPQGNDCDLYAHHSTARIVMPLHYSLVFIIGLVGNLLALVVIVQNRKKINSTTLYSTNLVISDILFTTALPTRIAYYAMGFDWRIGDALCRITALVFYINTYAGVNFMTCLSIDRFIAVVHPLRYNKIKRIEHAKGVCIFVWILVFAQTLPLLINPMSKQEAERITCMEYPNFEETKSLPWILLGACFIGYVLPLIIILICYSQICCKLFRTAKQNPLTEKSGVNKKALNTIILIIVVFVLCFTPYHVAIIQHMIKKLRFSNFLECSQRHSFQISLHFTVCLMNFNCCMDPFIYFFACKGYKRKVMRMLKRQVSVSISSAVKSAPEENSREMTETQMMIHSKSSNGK
Gli-Sufu block: Gli-Sufu pathway antagonists, primary screen, luciferase luminescence, Sufu-KO-LIGHT cells, uHTS; Sufu-KO-LIGHT fibroblasts, Gli luciferase reporter luminescence; inhibition, % at 5 µM; 0.74% of 340,000 active;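 active = inhibition above about 55%, limit read from the data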;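 note: 0% = DMSO-treated cells and 100% = wells with medium but no cells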
GRIN3A LBD mod: binders of NR3A ligand-binding domain, primary screen, biophysical, differential scanning fluorimetry, uHTS; AID 1259313, 2017; Tm shift relative to glycine control, % at 25 µM; 2.5% of 340,000 active; NR3A LBD differential scanning fluorimetry, Tm shift; 0% = protein alone, 100% = glycine-bound protein;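 active = melting temperature shift of at least 10% of the positive control shift, at one fixed dose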
MPTP inh: mitochondrial permeability transition pore inhibitors, primary screen, biochemical, isolated mouse mitochondria, absorbance | Ca2+ swelling absorbance, 30 min | inhibition, % at 10 µM | 1.4% of 360,000 active;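 active = inhibition of 50% or more, scaled per plate between neutral and stimulator controls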;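 note: 0% = DMSO wells given calcium and 100% = 1 mM EGTA wells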
CCR6 antagonist: CCR6 receptor antagonists, primary screen, cell-based, CHO-K1, luminescence, beta-arrestin, uHTS. CHO-K1 CCR6 PathHunter beta-arrestin, CCL20-stimulated. inhibition, % at 20 µM. 0.49% of 340,000 active;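 active = compounds whose inhibition of the agonist-driven luminescence signal at 20 µM reaches about 50%, limit read from the data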;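 note: cells stimulated with CCL20 at 14 nM final; plate controls were DMSO with CCL20 for no effect and DMSO without agonist for full effect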
Target sequence (P51684 whole entry, looked up): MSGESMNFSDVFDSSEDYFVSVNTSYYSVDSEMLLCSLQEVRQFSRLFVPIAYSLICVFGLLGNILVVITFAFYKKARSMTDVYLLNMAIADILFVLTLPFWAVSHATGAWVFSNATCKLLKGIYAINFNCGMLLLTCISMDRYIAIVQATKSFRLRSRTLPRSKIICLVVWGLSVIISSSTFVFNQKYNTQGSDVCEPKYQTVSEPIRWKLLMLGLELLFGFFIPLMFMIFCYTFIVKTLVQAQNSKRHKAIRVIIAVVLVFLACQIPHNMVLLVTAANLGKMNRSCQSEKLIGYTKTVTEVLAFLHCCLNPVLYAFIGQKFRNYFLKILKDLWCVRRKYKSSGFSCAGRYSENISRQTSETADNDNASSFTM
CXCR6 block: CXCR6 receptor inhibitors, primary screen, cell-based, beta-arrestin, luminescence, CHO-K1 PathHunter, 1536-well | inhibition, % at 20 µM | 0.36% of 360,000 active; in the data active = inhibition above about 34%, passing the limit was not always enough;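 note: antagonist mode with CXCL16 agonist at 10 nM final; 0% = 10 nM CXCL16 with DMSO and 100% = unstimulated wells without agonist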
Target sequence (O00574 whole entry, looked up): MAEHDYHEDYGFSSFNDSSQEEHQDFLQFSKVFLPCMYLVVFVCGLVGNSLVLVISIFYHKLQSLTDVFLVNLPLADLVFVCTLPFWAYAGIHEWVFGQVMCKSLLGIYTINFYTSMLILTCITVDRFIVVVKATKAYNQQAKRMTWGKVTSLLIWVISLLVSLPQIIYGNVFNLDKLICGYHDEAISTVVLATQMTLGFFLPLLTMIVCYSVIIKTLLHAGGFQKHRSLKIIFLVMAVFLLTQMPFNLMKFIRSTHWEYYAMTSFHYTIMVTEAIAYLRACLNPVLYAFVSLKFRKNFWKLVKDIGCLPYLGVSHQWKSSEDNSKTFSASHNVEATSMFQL
Starred values were filed as active, the others as inactive; · = not tested or not shown; & = joins results of further samples.

SMILES	A3G deaminase	A3A deaminase	EBI2 block	Gli-Sufu block	GRIN3A LBD mod	MPTP inh	CCR6 antagonist	CXCR6 block
COc1ccc(C(=O)CCc2ccccc2)c(O)c1	0	-2	6	-14	1	1.2	6	-2
Cc1c(NS(=O)(=O)c2ccc3c(c2)OCCO3)cccc1-c1nc2cccnc2s1	5	5	0	1	-13	2.0	-2	-6
COc1cc(OC)cc(C(=O)N[C@H](C(=O)OCC(=O)Nc2ccc(F)c(F)c2)C(C)C)c1	-2	-1	16	8	-25	2.9	9	10
COc1ccc(C2CC(c3ccc(Cl)c(Cl)c3)Nc3nc(N)nn32)cc1 (centres undefined)	-7	-3	11	-4	0	-1.5	11	3
CC(=O)c1cccc(NC(=O)CN2C(=O)COc3ccc(Cl)cc32)c1	-8	-4	1	-32	-6	0.0	11	6
CN1CCN(c2nc(-c3cccc([N+](=O)[O-])c3)nc3ccccc23)CC1	-7	-2	1	3	5	1.7	7	-1
COc1cccc(C2NC(=O)c3ccccc3O2)c1OCc1ccccc1F (centres undefined)	9	-8	-2	0	-1	-2.8	9	4
O=C(O)c1ccc(-n2nc(C(F)(F)F)c3c2CCCC3)cc1	-4&5	-2&5	-1&3	-2&-12	0&4	-0.1&0.4	3&28	4&2
COC(=O)CCC(C)C1CCC2C3CCC4CC(O)CCC4(C)C3=CC(=O)C12C (centres undefined)	·	·	16	11	1	-0.6	15	-3
CCCCOc1ccc(Cc2c(Cl)nc(SC)nc2N2CCOCC2)cc1	-7	1	-5	-4	1	-0.2	10	0
O=C(/C=C/c1ccc(OCc2ccccc2)c(OCc2ccccc2)c1)c1cccnc1	-3	2	46*	53	-1	2.2	-11	-3
Cc1cc(Cl)c(OCCCn2cncn2)c(Br)c1	-4	-1	-2	-2	2	-0.2	5	-7
CS(=O)(=O)Nc1ccc(-c2cn3cccnc3n2)cc1	1	4	3	-2	0	-0.1	0	0
Cc1ccc(N2CCN(C(=O)NC3CCCCC3)CC2C)cc1 (centres undefined)	-4	4	-2	-14	0	0.1	11	-6
COCCNC(=O)CN(C(=O)CCC(=O)Nc1ccccn1)c1ccc(F)cc1	-7	-4	-16	1	1	-0.9	-2	-2
O=C(Cn1cc(Br)ccc1=O)Nc1ccc2c(c1)OCO2	2	0	-8	-2	-2	-1.0	-13	2
CC(=O)c1n[nH]nc1NC(=O)c1ccccc1	-3	1	-15	-6	1	-0.5	17	-2
NC(=O)COC(=O)c1c2c(nc3ccccc13)CCCC2	-6	-1	-1	-4	-1	0.0	-9	3
CCC(c1nnc(SCc2nc3ccccc3s2)n1Cc1ccccc1)N(C)C (centres undefined)	-10	-3	7	7	-1	0.3	-2	6
COc1ccc(C)cc1S(=O)(=O)N(C)CC(=O)N1CCN(C)CC1	-8	-2	-6	2	-5	-1.2	11	1
CC(C)CNC(=O)c1ccccc1NC(=O)CSCc1ccccc1	-4	-1	2	1	14*	-3.1	16	2
Cc1cccc2sc(NC(=O)c3cc(S(=O)(=O)N(C)C)ccc3N3CCCC3)nc12	-4	-2	2	19	-1	2.1	2	6
CCN(CC)S(=O)(=O)c1ccc(Cl)c(NC(=O)COC(=O)/C=C/c2ccc(O)c(OC)c2)c1	-1	3	2	0	-6	-2.7	15	7
COCCn1cnnc1SCC(=O)Nc1ccc(Br)cc1F	-11	3	3	3	-1	0.3	-2	-3
CN1CCN(S(=O)(=O)c2ccc(-c3ccccc3)cc2)CC1	0	3	-5	-14	-2	-1.7	9	-1

Next part:
SMILES	A3G deaminase	A3A deaminase	EBI2 block	Gli-Sufu block	GRIN3A LBD mod	MPTP inh	CCR6 antagonist	CXCR6 block
COc1cccc(-c2nc(-c3ccccc3)c(-c3ccccc3)[nH]2)c1OCC(=O)O	-6	-3	12	4	-6	3.5	-4	-10
CN(C)C=NC1=NN(c2cccc(C(F)(F)F)c2)CC1	-8	-2	-11	-33	4	-1.7	7	-12
O=C(CSC1=NNC(c2ccccn2)S1)Nc1cccc(Cl)c1 (centres undefined)	0	0	9	19	2	0.9	9	-24
O=C1CSC(=S)N1/N=C/c1ccc2c(c1)OCCO2	-6	0	-2	·	-2	-2.2	1	-10
Cc1cc(C(=O)NN=C2CCCCCCC2)c2ccccc2n1	-3	3	-8	-3	2	-0.5	3	9
CC(NC(=O)Nc1ccccc1Cl)c1ccc2c(c1)OCO2 (centres undefined)	0	2	4	7	0	0.7	3	-7
Cc1ccnc(NC(=O)c2ccc(OCC3CCCO3)cc2)c1 (centres undefined)	-9	16	4	-44	-3	-0.2	1	2
CC(C)(C)OC(=O)C[C@H]1C/C=C\C[C@@H](CC(=O)NCCO)C(=O)N[C@H](Cc2ccccc2)COC1=O	-7	-5	-8	-2	3	-2.2	-7	-8
COc1ccc(CN(CCC#N)CCC2(c3ccccc3)CC(C)N(C)CC2C)cc1OC (centres undefined)	-2	-2	-2	11	0	0.2	4	1
CCOC(=O)c1ccc(NC(=O)N2CCCCCC2)cc1	6	6	-4	-70	0	3.8	6	-3
CC(C)C[C@H](NC(=O)c1nc[nH]c1C(=O)NCC(=O)OCc1ccccc1)C(=O)OCc1ccccc1	-10	-4	-1	-4	-14	1.1	-22	-11
O=C(CN(C(=O)Cn1nnc(-c2ccccc2F)n1)c1cnc2ccccc2c1)NCC1CCCO1 (centres undefined)	-4	0	1	3	-3	0.4	-7	12
COc1ccc(-c2csc(NC(=O)Nc3ccccc3)n2)cc1	-9	-1	10	-7	26*	3.4	-2	-15
O=C(c1cccc(C(F)(F)F)c1)N1CCC(O)(CS(=O)(=O)Cc2ccccc2)CC1	-1	2	-13	0	1	-0.1	5	0
COC(=O)c1c(NC(=O)CSc2nc3ccccc3c(=O)n2Cc2ccco2)sc(C)c1C	0	-1	-10	5	0	5.7	7	7
Cc1ccnc(NC2(C(F)(F)F)N=C3SCCN3C2=O)c1 (centres undefined)	-9	-2	-6	4	3	-1.2	5	1
CC(C)CNC(=O)CN1C(=O)NC(Cc2c[nH]c3ccccc23)C1=O (centres undefined)	8	2	-4	1	-1	1.1	-2	-6
COc1ccc(/C=N/NC(=O)CCOc2ccccc2C)cc1OC	-7	-7	-9	-5	-13	0.4	-5	-2
CC(C)N1C(=O)S/C(=C/c2ccccc2OCc2ccc(C(=O)O)cc2)C1=O	-1	2	0	-2	0	-1.3	0	8
CCN1CCN(C(c2cccs2)C(C)NC(=O)c2ccccc2OC)CC1 (centres undefined)	-9	-7	-1	8	-4	-1.6	6	7
CN1CCN(C2CCN(c3ccc(Nc4nnc(Cl)c(Nc5ccccc5S(C)(=O)=O)n4)c(OC(CF)CF)c3)CC2)CC1	-6	-1	-11	6	-1	-1.5	26	13
Cc1cc(-c2ccccc2)nc(N2CCC(C(=O)NC(C)C)CC2)n1	-3	-2	4	-75	-4	-0.7	-3	2
CC1=C(C(=O)Nc2ccccc2)C2(CCCCC2)C(C#N)=C(S)N1	-5	0	-8	0	0	-1.3	0	4
O=C(C(=NNc1ccccc1)c1ccccc1)c1ccccc1	·	·	1	7	-16	0.5	28	10
CCc1nc(SCC(=O)NCCc2ccc(OC)c(OC)c2)c2c(=O)n(C)c(=O)n(C)c2n1	-3	-1	-5	2	0	0.1	20	7

Four structures from above, ordered by SMILES length, rising.
SMILES	A3G deaminase	A3A deaminase	EBI2 block	Gli-Sufu block	GRIN3A LBD mod	MPTP inh	CCR6 antagonist	CXCR6 block
Cc1cc(C(=O)NN=C2CCCCCCC2)c2ccccc2n1	-3	3	-8	-3	2	-0.5	3	9
COC(=O)c1c(NC(=O)CSc2nc3ccccc3c(=O)n2Cc2ccco2)sc(C)c1C	0	-1	-10	5	0	5.7	7	7
O=C(c1cccc(C(F)(F)F)c1)N1CCC(O)(CS(=O)(=O)Cc2ccccc2)CC1	-1	2	-13	0	1	-0.1	5	0
CC(C)C[C@H](NC(=O)c1nc[nH]c1C(=O)NCC(=O)OCc1ccccc1)C(=O)OCc1ccccc1	-10	-4	-1	-4	-14	1.1	-22	-11

(cont.)
SMILES	A3G deaminase	A3A deaminase	EBI2 block	Gli-Sufu block	GRIN3A LBD mod	MPTP inh	CCR6 antagonist	CXCR6 block
CC(=O)Nc1ccc(S(=O)(=O)N2CCN(C(=O)CCC3CCCC3)CC2)cc1	-3	-2	-5	12	-1	0.3	9	-1
Cc1cc(N2CCN(c3ccc(F)cc3)CC2)nc2cc(O)ccc12	3	1	-1	13	-10	2.8	10	-9
CCC(=O)Nc1nnc(Sc2ccc(N(C)C)cc2)s1	-7	-4	-11	20	6	-1.8	4	-24
Cn1c(SCC(=O)N2CCOCC2)nc2c(c1=O)SCC2	23	-1	0	-1	0	-0.7	1	2
CCOC(=O)c1c(NC(=O)COC(=O)c2ccc(O)cc2)sc(C(=O)N(C)C)c1C	-7	1	2	5	-5	-0.2	5	1
O=C1c2ccccc2C2=Nc3ccccc3SC(c3cccc(F)c3)C12 (centres undefined)	-5	1	17	5	2	81*	42	15
O=C(CS(=O)(=O)c1ccc(F)cc1)N1CCOCC1	-9	-2	12	-2	-2	-1.9	4	2
O=C1CCC(=O)N1c1ccc(S(=O)(=O)N2CCCC2)cc1	-10	-1	-10	0	0	0.1	16	4
Cc1cc(OCC(O)CNC(C)c2ccccc2)ccc1C(C)C (centres undefined)	-2	-2	-5	14	-1	6.8	17	-6
COCCCNC(=O)c1sc2ncn(CC(=O)Nc3ccc(C)c(Cl)c3)c(=O)c2c1C	3	0	-5	3	-29	1.6	14	3
Cc1nc2ccccc2c(=O)n1NC(=O)/C=C/c1ccccc1	-4	4	15	17	-2	1.5	-1	-1
Cc1cccc(C)c1NC(=O)COC(=O)CCc1ccc(S(=O)(=O)N2CCCCC2)cc1	-9	-3	-2	18	-1	0.7	-7	-3
CSC1=NCCN1C(=O)c1ccc(S(=O)(=O)N(C)C)cc1	0	3	-1	6	0	-0.6	8	3
CCNS(=O)(=O)c1ccc(CCC(=O)N2CCN(c3ccccc3)CC2)cc1	-5	0	-6	8	1	0.0	0	-3
O=C(NC1=C(Nc2ccc(F)cc2)C(=O)c2ccccc2C1=O)c1ccc(Cl)cc1	-3	0	-3	-2	-8	3.7	22	7
Cc1ccc(S(=O)(=O)Nc2c(C)nn(C)c2C)c(C)c1	-8	-1	-7	11	·	-0.1	1	1
Cc1ccc(N(CCC(=O)O)S(=O)(=O)c2ccc(C)cc2)cc1	-6	-1	-4	4	1	2.5	-3	22
CCN(CC)CCNC(=S)Nc1ccc2nc3n(c(=O)c2c1)CCCCC3	-9	5	-10	25	-1	-2.1	2	-6
CCOc1ccc(OCCC(=O)OCC(=O)NC2CCCC2)cc1	2	4	-4	-9	3	1.3	-4	4
Cc1ccc(NC(=O)CCC(=O)N/N=C/c2cccs2)cc1C	-3	1	1	-6	-1	0.8	-3	2
CCCCN(CCCC)CCNC(=O)CN1C(=O)CSc2ccc(S(=O)(=O)N3CCOCC3)cc21	-2	1	0	10	0	0.0	16	3
NNc1nc2c(Cl)ccc(Cl)c2s1	0	1	7	-1	-9	1.2	-5	-6
O=C(/C=C/c1ccc(OCc2cccc(Cl)c2)cc1)N1CCOCC1	-6	3	-5	13	2	-0.3	-1	-10
CCCCC(=O)Nc1ccc(C(=O)NCCCn2ccnc2)cc1	-8	-3	2	1	2	-2.2	-16	6
CC(C)(C)NC(=O)CN1CCCN(C(=O)c2cccc(S(=O)(=O)N3CCc4ccccc43)c2)CC1	-3	-2	2	7	0	-0.2	4	-1
CCC1CCc2sc(C(=O)NCc3ccccn3)cc2C1 (centres undefined)	-7	-2	3	-32	-1	-0.1	8	4
O=C(NCCCn1ccnc1)/C(=C\c1cccs1)NC(=O)c1ccccc1	-5	-2	-12	-11	1	-0.3	11	-3
